# Screening data (PubChem BioAssay)
# RECQ1 inh: qHTS Assay for Inhibitors of RecQ-Like Dna Helicase 1 (RECQ1); ATP-dependent DNA helicase Q1 (Homo sapiens), P46063; actives 0.54% (n = 240,000); Potency, µM (highest dose often 57.3 µM), inactives show at the top dose activity, negative = inhibition, actives largely listed as inhibitors; RECQ1 DNA unwinding, red fluorescence kinetic read;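 note: plate controls were vehicle for no effect and no enzyme for full effect; nearly all actives have a fitted effect of over 30% in size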
#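 RECQ1T1 50 nM; forked duplex (20 bp + 30-nt ss tails) 200 nM, ATP 2 mM final; pH 8.0, 2 mM MgCl2, 2.5 ug/ml poly(dI-dC); 15 min compound preincubation; discontinuous kinetic read over 2 h at RT.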
# GoLoco inh red: qHTS Assay for Inhibitors of RGS12 GoLoco Motif Activity (Red Fluorophore); Gai1:RGS12 GoLoco peptide FP, rhodamine, 10 min; Potency, µM (series often up to 61.6 µM), for the others: at the highest dose activity, negative = inhibition, hits mostly inhibitors; AID 880, 2007; actives 0.44% (n = 230,000); active = well fitted inhibition curve with a large enough effect, not every such curve was filed as active; inactive = no such curve, though single readings can be large or run the other way; note: % is set by controls: 0 for no effect and ±100 for the full control effect; nearly all actives have a fitted effect of over 30% in size; many of its hits are not listed in these tables
# Target sequence (P63096 whole entry, looked up): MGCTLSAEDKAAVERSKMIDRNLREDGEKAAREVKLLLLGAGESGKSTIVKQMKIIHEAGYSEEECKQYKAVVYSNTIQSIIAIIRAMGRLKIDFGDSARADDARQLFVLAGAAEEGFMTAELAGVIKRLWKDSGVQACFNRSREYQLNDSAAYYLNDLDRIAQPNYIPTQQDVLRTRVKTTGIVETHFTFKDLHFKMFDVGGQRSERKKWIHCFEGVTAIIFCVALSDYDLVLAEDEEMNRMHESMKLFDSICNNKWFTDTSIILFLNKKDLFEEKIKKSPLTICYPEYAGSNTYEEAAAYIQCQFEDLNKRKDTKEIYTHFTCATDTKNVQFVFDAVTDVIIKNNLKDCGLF
# JMJD2E inh: qHTS Assay for Inhibitors of Human Jumonji Domain Containing 2E (JMJD2E) | JMJD2E catalytic domain, FDH-coupled NADH fluorescence (FDH is formaldehyde dehydrogenase) | Potency, µM (titrated, usually from 57.1 µM), without a hit: at the top dose activity change, negative = inhibition, most hits filed as inhibitors | AID 2147, 2009 | actives 1.6% (n = 230,000); active = well fitted inhibition curve with a large enough effect, not every such curve was filed as active; inconclusive = small, poorly fitted or top-dose-only effect, or another doubt; inactive = no such curve, though single readings can be large or run the other way;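 note: 0% = wells with enzyme and -100% = buffer wells without enzyme; nearly all actives have a fitted effect of over 50% in size; many of its hits are not listed in these tables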
# Target sequence (B2RXH2 1-337 limits assumed): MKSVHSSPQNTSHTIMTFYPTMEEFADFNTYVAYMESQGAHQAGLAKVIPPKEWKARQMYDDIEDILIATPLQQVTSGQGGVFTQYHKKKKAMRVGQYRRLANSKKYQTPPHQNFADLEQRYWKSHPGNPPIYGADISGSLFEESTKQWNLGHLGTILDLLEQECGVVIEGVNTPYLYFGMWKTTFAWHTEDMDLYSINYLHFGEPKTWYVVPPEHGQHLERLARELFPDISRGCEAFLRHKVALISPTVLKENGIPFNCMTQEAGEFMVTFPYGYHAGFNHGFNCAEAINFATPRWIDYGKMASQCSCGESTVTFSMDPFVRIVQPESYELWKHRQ
# SMN2 splice up: qHTS Assay for Enhancers of SMN2 Splice Variant Expression; HEK293 SMN2-luciferase splicing reporter, luminescence, 30-36 h; actives 2.8% (n = 210,000); Potency, µM (top dose mostly 46.1 µM), for inactives: at the top dose activity change, positive = activation, hits mostly activators; note: % of control where 0% means no effect; nearly all actives have a fitted effect of over 55% in size
#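 HEK293 cells carry an SMN2 […]–luciferase reporter in which exon 7 inclusion puts luciferase in frame. Cells were plated 10-12 h before compound addition, then incubated 30-36 h at 37C. ONE-Glo luminescence was read; sodium butyrate at 4.5 mM final served as control.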
# Luc counter: Counterscreen for Luciferase (Kinase-Glo TM) Inhibition | actives 0.28% (n = 200,000) | AID 1379, 2008 | Potency, µM (top dose mostly 38.3 µM), without a hit: top-dose activity change, negative = inhibition, usual class: inhibitors | Luciferin 4-monooxygenase (Photuris pensylvanica), Q27757 | Kinase-Glo luciferase, ATP luminescence, 8 min; note: % is set by controls: 0 for no effect and ±100 for the full control effect; nearly all actives have a fitted effect of over 60% in size
#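 Recombinant Kinase-Glo luciferase, 10 uM ATP (linear range), luciferin; imidazole pH 7.2 / KCl / MgCl2 / Tween / BSA buffer; 8 min RT; luminescence.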
# NPSR antagonist: qHTS Assay for Antagonists of the Neuropeptide S Receptor: cAMP Signal Transduction; Q6W5P4; CHO-NPSR cells, cAMP TR-FRET, antagonist mode; Potency, µM (doses to about 38.3 µM), for the others: at the top dose activity change, negative = inhibition, hits mostly inhibitors; actives 1% (n = 220,000); AID 1461, 2008; note: % is set by controls: 0 for no effect and ±100 for the full control effect; nearly all actives have a fitted effect of over 50% in size; many of its hits are not listed in these tables
# Target sequence (Q6W5P4 whole entry, looked up): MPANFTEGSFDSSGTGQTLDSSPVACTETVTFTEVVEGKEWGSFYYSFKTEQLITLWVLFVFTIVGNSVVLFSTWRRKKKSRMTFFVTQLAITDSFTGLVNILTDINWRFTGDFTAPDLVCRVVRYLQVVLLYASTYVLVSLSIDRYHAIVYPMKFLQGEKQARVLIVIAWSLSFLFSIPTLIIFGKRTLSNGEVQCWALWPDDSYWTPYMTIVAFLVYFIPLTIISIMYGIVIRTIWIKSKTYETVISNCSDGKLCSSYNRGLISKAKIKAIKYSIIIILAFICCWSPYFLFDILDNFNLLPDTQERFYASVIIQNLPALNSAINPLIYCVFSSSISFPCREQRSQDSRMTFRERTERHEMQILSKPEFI
# IMPase Li cell: qHTS Assay for Identifying the Cell-Membrane Permeable IMPase Inhibitors: Potentiation with Lithium | CHO-M1 cells, IP1 TR-FRET (IP-One), carbachol + lithium | Potency, µM (titrated, usually from 59.4 µM), without a hit: top-dose activity, negative = IMPase inhibition, actives largely listed as inhibitors | actives 0.35% (n = 210,000) | AID 1457, 2008;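 note: IP1 builds up when IMPase is blocked and the TR-FRET signal falls; plate controls were basal vehicle for no effect and high inhibitor control for full effect; nearly all actives have a fitted effect of over 50% in size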
#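 CHO cells stably expressing M1 receptor (2000/well, cultured 16–30 h) treated 30 min at 37C with compound plus low lithium. Cytosolic IP1 by TR-FRET (665/620 ratio and 620 channel) after 10 min lysis; AC50 by Hill fit.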
# Epigenetic reg: Quantitative High-Throughput Screen for Regulators of Epigenetic Control; murine LDR cells, GFP reporter derepression, 30 h; actives 0.2% (n = 280,000); AID 1865, 2009; Potency, µM (series often up to 53.9 µM), inactives show top-dose GFP activation, actives largely listed as activators; note: % of control where 0% means no effect; nearly all actives have a fitted effect of over 60% in size
#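 Reporter derepression read as number of fluorescent GFP-positive objects, 20-120 um in size, counted by laser-scanning cytometer. Mouse LDR line with an epigenetically silenced CMV-GFP locus; compound incubation 30 h, 37 C.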
# * = called active by the depositor; i = inactive; u = inconclusive; x = no result given; & = joins results of further samples; ! = a repeat was not active; [ ] = remark or other dose. Unless noted, calls come from the whole dose curve; as a rule, active = well fitted curve in the direction sought with a large enough effect; inconclusive = small, poorly fitted or top-dose-only effect, or another doubt; inactive = no such curve, though single readings can be large; an effect the other way counts as inactive or inconclusive. Potency is the fitted concentration of half-maximal effect. These rows are one share of the data; rates above refer to the full screens.
smiles	RECQ1 inh	GoLoco inh red	JMJD2E inh	SMN2 splice up	Luc counter	NPSR antagonist	IMPase Li cell	Epigenetic reg
COc1ccc(-c2cc(=O)c3c(OC)c(OC)c(OC)cc3o2)cc1	-4%	7%	2%	x	x	-6%	13%	-1.7%
COc1ccccc1CN1CCN(C(=O)COc2ccccc2)CC1	0%	-8%	-27%	-7%	3%	2%[46.1 µM]	10%[38.3 µM]	0.0%
CC(C)[C@H](CO)Nc1nc(Nc2cccc(Cl)c2)c2ncn(C(C)C)c2n1	-5%	0%	u	x	1%	x	16%	-1.9%
COc1ccc(Cc2nccc3cc(OC)c(OC)cc23)cc1OC	-1%	5%	u	-89%[inhibitor]	1%	u	23%&41%&43%&31%&7%	-2.9%
CCOC(=O)C1=C(N)OC2=C(C(=O)CCC2)C12C(=O)N(CC(N)=O)c1ccccc12 (configuration not stated)	4%	-3%	3%	0%	-1%	0%[46.1 µM]	6%[38.3 µM]	-1.2%
COc1ccccc1N1CCNCC1	-6%	-16%&0%&12%	6%&-1%&4%	-12%&2%	-4%&-5%	7%[46.1 µM]	8%&20%	-1.2%&-0.9%&0.0%
COc1cccc(N2C(=O)NC(=O)C3(Cc4cc(C)ccc4N(C)C3)C2=O)c1 (configuration not stated)	-3%	-2%	-6%	4%	-1%	1%[46.1 µM]	-6%[38.3 µM]	-0.2%
NCCc1c[nH]c2ccc(OCc3ccccc3)cc12	-11%	1%	u	x	x	12%	x	4.3%
CCOP(=O)(Cc1cc(C(=O)CC)c(C)o1)OCC	-6%	-32%	-6%	x	x	9%	x	0.1%
COc1ccc(OC)c(-n2c(O)c(/C=C3\C(C)=Nc4ccccc43)c(=O)[nH]c2=O)c1	-7%	58%[activator]	-9%	x	x	-7%	x	3.2%
N#CCCn1cc(C(=O)Nc2ccccc2Cl)c(-c2ccc([N+](=O)[O-])cc2)n1	-3%	2%	3%	-2%	0%	-14%	4%	0.9%
Cc1nc2ncnn2c(C)c1CCC(=O)N1CCC2(CC1)OCCO2	-1%	x	5%	x	x	-3%[46.1 µM]	x	-0.7%

# Among those listed so far, 2 contain a carbonyl joined to an NH by a bond outside any ring.
smiles	RECQ1 inh	GoLoco inh red	JMJD2E inh	SMN2 splice up	Luc counter	NPSR antagonist	IMPase Li cell	Epigenetic reg
CCOC(=O)C1=C(N)OC2=C(C(=O)CCC2)C12C(=O)N(CC(N)=O)c1ccccc12 (configuration not stated)	4%	-3%	3%	0%	-1%	0%[46.1 µM]	6%[38.3 µM]	-1.2%
N#CCCn1cc(C(=O)Nc2ccccc2Cl)c(-c2ccc([N+](=O)[O-])cc2)n1	-3%	2%	3%	-2%	0%	-14%	4%	0.9%

# Next part:
smiles	RECQ1 inh	GoLoco inh red	JMJD2E inh	SMN2 splice up	Luc counter	NPSR antagonist	IMPase Li cell	Epigenetic reg
O=C(O)c1cc(O)c(O)c(O)c1	-2%	-9%&-29%	0.35µM*	-91%&-3%[inhibitor]	-4%	x	-20%&17%	-1.3%
CC1(C)C(O)CC(=O)[C@]2(C)C1CC(=O)[C@]1(C)C2CC[C@@]2(C)C(c3ccoc3)OC(=O)C3O[C@@]321 (some centres not stated)	21%	-3%	-9%	0%	-5%	x	11%	-1.3%
C(=C\c1ccccc1)/CN1CCN(CCOC(c2ccccc2)c2ccccc2)CC1	3%	-3%	x	-30%[inhibitor]	x	x	26%	0.0%
COc1ccc2[nH]c(C)c(CCN3CCC(=O)C(C)C3C)c2c1 (configuration not stated)	3%	12%	u	-1%	17%	-18%[46.1 µM]	11%[38.3 µM]	1.0%
CC1=C(C)[N+](=O)C2(O)CCCCC2(C)N1[O-] (configuration not stated)	-3%	-6%	u	-2%	-2%	-4%[46.1 µM]	-11%[38.3 µM]	0.1%
CCN1CCN(c2ccc([N+](=O)[O-])cc2C=C2C(=O)NC(=O)NC2=O)CC1	i	8%	-12%	10%	-4%	18%	0%	-0.3%
O=C(c1n[nH]c(=O)c2ccccc12)N1CCC2(CC1)OCCO2	i	7%	7%	x	x	10%	-4%	-0.2%
Cn1nc(-c2ccc(OCC(=O)N3CCN(Cc4ccccc4)CC3)cc2)c2ccccc2c1=O	-5%&-10%	11%&7%	-22%&-25%	-78%&6%[inhibitor]	-1%&-3%	-13%&3%[46.1 µM]	35%&-4%[activator][38.3 µM]	-0.8%&4.0%
CCOP(=O)(Cc1cc(C(C)=O)c(C)o1)OCC	-6%	-45%	-5%	x	x	-6%	x	1.1%
COc1cccc2c1C13CC[N+]4(CC5CC5)CO[C@]1(CCC(=O)C3)C4C2	i	-7%	x	-9%	x	x	1%	0.0%
O=C1N(CN2CCOCC2)c2ccccc2C1(O)c1c[nH]c2ccccc12 (configuration not stated)	0%	6%	44%[activator]	-3%	-4%	-6%[46.1 µM]	0%[38.3 µM]	0.0%
Cc1ccc2c(c1)C1CN(C)CCC1N2C(=O)Cn1nnc(-c2ccccc2F)n1 (configuration not stated)	-18%	2%	-1%	5%	-1%	-3%[46.1 µM]	4%[38.3 µM]	-1.0%

# Whole records, looked up by structure. Order of values: RECQ1 inh, GoLoco inh red, JMJD2E inh, SMN2 splice up, Luc counter, NPSR antagonist, IMPase Li cell, Epigenetic reg
# Listed for Cn1nc(-c2ccc(OCC(=O)N3CCN(Cc4ccccc4)CC3)cc2)c2ccccc2c1=O → -5%&-10%, 11%&7%, -22%&-25%, -78%&6%[inhibitor], -1%&-3%, -13%&3%[46.1 µM], 35%&-4%[activator][38.3 µM], -0.8%&4.0%
# Listed for CCOP(=O)(Cc1cc(C(C)=O)c(C)o1)OCC → -6%, -45%, -5%, x, x, -6%, x, 1.1%

# Next section
smiles	RECQ1 inh	GoLoco inh red	JMJD2E inh	SMN2 splice up	Luc counter	NPSR antagonist	IMPase Li cell	Epigenetic reg
CCOc1ccc(-n2c(-c3ccoc3)nc3ccccc3c2=O)cc1	-6%	6%	0%	-19%	6%	-17%[46.1 µM]	26%[38.3 µM]	0.1%
O=C(CSC1c2ccccc2-c2ccccc21)N/N=C/c1ccccc1	-9%	6%	13%	25%	-3%	-17%[46.1 µM]	-11%[38.3 µM]	-2.0%
CCC(=O)N1N=C2C3CCN(CC3)C2C1c1ccc(C)cc1 (configuration not stated)	-8%	-2%	1%	-21%	12%	18%	-2%	0.3%
CC(C(=O)c1c[nH]c2ccccc12)N1CCSCC1 (configuration not stated)	-2%	3%	5%	5%	3%	-5%[46.1 µM]	6%[38.3 µM]	-2.3%
COC(=O)OCC12CCC(O1)C1(C)C(=O)OCC21 (configuration not stated)	0%	-1%	3%	4%	1%	6%	3%	2.2%
COc1cccc(CNCCc2c[nH]c3ccccc23)c1OC	-5%	-1%	-2%	x	x	1%	2%	-0.2%
CCC(C(=O)N1CCC2(CC1)OCCO2)c1ccccc1 (configuration not stated)	i	-3%	-25%	4%	3%	-2%[46.1 µM]	3%	0.8%
CC(=O)C1=C(C)OC(N)=C(C(=O)OC(C)C)C12C(=O)Nc1ccccc12 (configuration not stated)	3%	11%	-7%	9%	4%	-7%[46.1 µM]	3%[38.3 µM]	-5.5%
[N-]=[N+]=CC(=O)OC[C@H](N)C(=O)O	-8%	-7%	5%	-15%	-6%	3%	5%	1.1%
CC(C)(C)c1ccc(O)c(C[N+](C)(C)C)c1	x	-39%[14.2 µM]	x	1%[9.22 µM]	-5%[7.66 µM]	x	1%	x
NCCc1nc2ccccc2s1	-9%	-7%	-3%	9%	3%	1%	0%	-0.4%
CCOc1ccc(N=Cc2c(O)n(C(C)(C)C)c(=O)[nH]c2=O)cc1	-7%	5%	6%	-29%	-3%	-10%[46.1 µM]	-20%[38.3 µM]	4.2%

# (next part)
smiles	RECQ1 inh	GoLoco inh red	JMJD2E inh	SMN2 splice up	Luc counter	NPSR antagonist	IMPase Li cell	Epigenetic reg
CCCN(CC#CCO)CCC	1%	-8%	-4%	-2%	4%	-12%[46.1 µM]	7%	1.7%
Cc1sc2c(c1C)C(c1ccc(C(C)(C)C)cc1)=NCC(=O)N2CC(=O)Nc1nccs1	-6%	11%	-3%	-28%	-3%	u	12%[38.3 µM]	0.8%
CNC(=S)N(C)CCc1cc2c(c(OC)c1C=C1C(=O)NC(=O)NC1=O)OCO2	i	3%	u	x	x	-25%	x	0.0%
Nc1ccccc1C(=O)OC1CSC1	1%	-3%	u	-10%	3%	1%[46.1 µM]	14%[38.3 µM]	0.9%
C[N+]12CCC(CC1)C(C(O)(c1cccc(Cl)c1)c1cccc(Cl)c1)C2 (configuration not stated)	-10%	-7%	-21%	x	x	19%	x	-0.8%
O=C(NC1CCCCC1)Oc1cc2oc(=O)sc2cc1Cl	-5%	-18%	u	x	x	-21%	x	-2.6%
O=C(C1CCC(=O)N1Cc1ccccc1Cl)N1CCC2(CC1)OCCO2 (configuration not stated)	-8%	5%	-4%	0%	0%	-13%[46.1 µM]	27%[38.3 µM]	-0.1%
O=[N+]([O-])CCO	-4%	8%	x	-4%	x	x	3%	x
CN1CCN(C(=O)COc2ccc(C(C)(C)C)cc2Br)CC1	-6%	6%	4%	20%	12%	-14%[46.1 µM]	5%[38.3 µM]	-0.2%
Cc1c2ccncc2c(C)c2c1[nH]c1ccccc12	4.5µM*!	15%	13µM*	-21%	-2%	u	12%&14%&18%	u
O=c1cccc2n1CC1CC2CN(Cc2cccc(Cl)c2Cl)C1 (configuration not stated)	u	10%	-2%	-56%[inhibitor]	0%	u	-1%[38.3 µM]	u

# Some of these compounds in order of SMILES length, highest first:
smiles	RECQ1 inh	GoLoco inh red	JMJD2E inh	SMN2 splice up	Luc counter	NPSR antagonist	IMPase Li cell	Epigenetic reg
CNC(=S)N(C)CCc1cc2c(c(OC)c1C=C1C(=O)NC(=O)NC1=O)OCO2	i	3%	u	x	x	-25%	x	0.0%
O=C(NC1CCCCC1)Oc1cc2oc(=O)sc2cc1Cl	-5%	-18%	u	x	x	-21%	x	-2.6%
Cc1c2ccncc2c(C)c2c1[nH]c1ccccc12	4.5µM*!	15%	13µM*	-21%	-2%	u	12%&14%&18%	u
